ADAM10 inh: human ADAM10 inhibitors, primary screen, biochemical, QFRET, HTS; Disintegrin and metalloproteinase domain-containing protein 10 (Homo sapiens), O14672; recombinant ADAM10, EDANS/DABCYL FRET peptide cleavage, 3 h; inhibition, % at 7 µM; 370,000 tested, 0.62% active;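 active = inhibition above a per-campaign cutoff equal to the mean of compounds falling between control-based bounds plus 3 SD, cut at about 20% in these data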;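 note: 0% = DMSO wells while the 100% control is not disclosed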
DAX1 inh-1: DAX1 (NR0B1) inhibitors on StAR promoter, primary screen, cell-based, luminescence, SF-1 (NR5A1), full-length DAX-1; 370,000 tested, 1.1% active; AID 652010, 2013; inhibition, % at 6.8 µM; HEK293T StAR-luciferase reporter, SF-1/DAX-1 repression relief;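 active = inhibition above the mean over all tested compounds plus 3 SD, cut at about 3.6% in these data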;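 note: 0% = DAX-1 cells with DMSO and 100% = cells lacking DAX-1 with DMSO; higher inhibition means more luminescence from relief of DAX-1 repression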
FXN GAA850 act: FXN promoter activators, primary screen, cell-based, luciferase luminescence, HEK293 lucGAA850; HEK293 lucGAA850 FXN promoter luciferase reporter, 24 h; percent of 10 µM SAHA response; activation, % at 6 µM; 360,000 tested, 0.56% active; AID 540364, 2011;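 active = activation above the average of all compounds screened plus 3 SD, cutoff fixed separately per campaign, cut at about 7.5% in these data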;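 note: 0% = DMSO wells and 100% = 10 µM SAHA wells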
ADAM17 inh: ADAM17 inhibitors, primary screen, biochemical, QFRET; inhibition, % at 6.95 µM; recombinant ADAM17, EDANS/DABCYL FRET peptide cleavage; AID 720648, 2013; 370,000 tested, 0.83% active;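 active = inhibition above the mean of compounds lying between control limits plus 3 SD, set per campaign, cut at about 8.5% in these data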;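 note: 0% = DMSO-only wells as the low control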
PG9 binder: binders of HIV-1 gp120 antibody PG9, primary screen, biochemical, TR-FRET; TR-FRET gp120-PG9 antibody binding; HIV-1 gp120 / PG9 antibody interaction; inhibition, % at 6.7 µM; 360,000 tested, 0.43% active; AID 624416, 2012; in the data active = inhibition above about 8.5%
hgDAF-12 ag: H. glycines DAF-12 receptor agonists, primary screen, cell-based, luminescence, HEK293, GAL4 fusion, UAS-luciferase; Nuclear hormone receptor DAF-12 (Heterodera glycines), GAL4 fusion; activation, % at 6.8 µM; 370,000 tested, 1.8% active; AID 687014, 2013; HEK293 GAL4-hgDAF12 UAS-luciferase reporter, agonist luminescence; normalized to butyrate control;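 active = activation above a cutoff set at the mean of all screened compounds plus 3 SD, cut at about 10% in these data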;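 note: 0% = DMSO wells and 100% = sodium butyrate wells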
SMARCA2 act: SMARCA2 (BRM) function activators, primary screen, cell-based, luminescence, high throughput | MG213 cells, MMTV-luciferase reporter, dexamethasone, overnight | activation, % at 9.1 µM | 370,000 tested, 1% active | AID 652017, 2013; in the data active = activation above about 7.8%;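 note: 0% = vehicle wells and 100% = reference activator wells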
GC-A act: GC-A stimulated cGMP production enhancers – HEK293 GC-A cells, cGMP TR-FRET, EC30 ANP, primary screen. 0% at EC30 ANP, 100% saturating ANP. activation, % at 10 µM. 370,000 tested, 0.14% active. Atrial natriuretic peptide receptor 1 (Homo sapiens), P16066. AID 1671463, 2021; in the data active = activation above about 40%
Target sequence (P16066 whole entry, looked up): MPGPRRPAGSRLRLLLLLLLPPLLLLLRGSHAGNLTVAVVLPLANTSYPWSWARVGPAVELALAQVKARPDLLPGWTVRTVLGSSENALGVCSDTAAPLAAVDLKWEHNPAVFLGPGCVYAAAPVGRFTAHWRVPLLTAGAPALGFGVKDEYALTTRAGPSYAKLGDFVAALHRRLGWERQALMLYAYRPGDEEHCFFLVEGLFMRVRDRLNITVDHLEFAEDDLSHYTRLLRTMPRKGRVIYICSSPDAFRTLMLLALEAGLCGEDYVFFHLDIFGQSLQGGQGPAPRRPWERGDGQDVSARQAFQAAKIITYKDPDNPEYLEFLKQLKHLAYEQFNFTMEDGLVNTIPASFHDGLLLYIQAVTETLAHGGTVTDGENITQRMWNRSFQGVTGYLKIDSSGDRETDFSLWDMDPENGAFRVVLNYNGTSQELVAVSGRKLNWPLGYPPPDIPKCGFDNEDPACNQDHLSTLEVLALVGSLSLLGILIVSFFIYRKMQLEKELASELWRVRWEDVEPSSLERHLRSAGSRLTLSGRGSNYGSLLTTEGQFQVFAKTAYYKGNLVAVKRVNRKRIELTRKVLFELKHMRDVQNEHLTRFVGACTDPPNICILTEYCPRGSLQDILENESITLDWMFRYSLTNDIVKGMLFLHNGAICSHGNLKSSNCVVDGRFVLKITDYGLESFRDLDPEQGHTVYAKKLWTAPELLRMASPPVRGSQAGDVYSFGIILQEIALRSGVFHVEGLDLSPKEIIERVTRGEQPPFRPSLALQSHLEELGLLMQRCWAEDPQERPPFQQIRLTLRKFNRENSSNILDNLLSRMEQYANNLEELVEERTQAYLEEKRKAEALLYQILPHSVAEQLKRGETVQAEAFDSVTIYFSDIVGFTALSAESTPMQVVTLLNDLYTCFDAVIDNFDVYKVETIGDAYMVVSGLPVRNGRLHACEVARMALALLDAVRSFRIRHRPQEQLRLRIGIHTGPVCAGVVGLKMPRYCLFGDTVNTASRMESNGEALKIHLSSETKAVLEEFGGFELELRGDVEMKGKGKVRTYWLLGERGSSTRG
hcDAF-12 act: H. contortus DAF-12 nuclear receptor activators, primary screen, cell-based, luminescence, HEK293, lit1-tk-luc reporter; 370,000 tested, 1.4% active; HEK293 hcDAF-12 lit1-tk-luc reporter; 0% DMSO, 100% Δ7-dafachronic acid; activation, % at 6.8 µM;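 active = activation above the mean of all tested compounds plus 3 SD, cut at about 5.5% in these data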;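 note: 100% = response to 3 µM Δ7-dafachronic acid high control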
DAX1 inh-2: DAX1 (NR0B1) inhibitors, primary screen, cell-based, HEK293, Gal4-DAX1, luciferase luminescence | Nuclear receptor subfamily 0 group B member 1 (Homo sapiens), P51843 | inhibition, % at 6.75 µM | 340,000 tested, 0.99% active | AID 504766, 2011 | HEK293 Gal4-DAX1 luciferase reporter;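 active = inhibition above the mean over all tested compounds plus 3 SD, cut at about 4.2% in these data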;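 note: 0% = DAX1-transfected cells with DMSO and 100% = empty-vector control cells with DMSO; inhibition shows as a rise in luminescence from relieved DAX1 repression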
ssDAF12 agonist: S. stercoralis DAF-12 nuclear receptor activators, primary screen, cell-based, luminescence, HEK293, GRIP1 co-expression, lit1-tk-luc | 370,000 tested, 1% active | Nuclear hormone receptor DAF-12 (Strongyloides stercoralis) | activation, % at 6.8 µM | HEK293 ssDAF-12/GRIP1 lit1-tk-luc reporter; % of 3 µM dafachronic acid response;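 active = activation above the mean over all tested compounds plus 3 SD, cut at about 0.9% in these data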;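 note: 0% = DMSO-only wells and 100% = 3 µM delta7-dafachronic acid wells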
Numbers without * were called inactive; i = inactive; . = no result given.

Value order – ADAM10 inh	DAX1 inh-1	FXN GAA850 act	ADAM17 inh	PG9 binder	hgDAF-12 ag	SMARCA2 act	GC-A act	hcDAF-12 act	DAX1 inh-2	ssDAF12 agonist
1: CC1CCCCC1NC(=O)COc1ccc(C#N)cc1 (stereo not given)
    -17.3	1.2	0.3	4.1	2.0	-0.2	-6.0	1.3	-1.8	-0.8	-0.5
2: CCC1CCCCN1CCCCOc1cccc(Cl)c1 (stereo not given)
    6.6	-0.1	0.6	-0.5	0.9	-0.5	3.7	-1.8	-3.1	0.6	-1.1
3: O=C(CN(C(=O)c1csnn1)c1ccccc1F)NCc1ccccc1
    2.9	0.0	-1.1	-0.8	-0.9	0.6	-2.8	-1.0	-1.3	-0.7	-1.6
4: CCCOc1ccc(C2C(C(=O)OC)=C(C)N=C3SCCC(=O)N32)cc1OCC (stereo not given)
    8.0	-0.4	1.6	-1.4	0.2	0.7	1.0	-9.6	-1.0	-1.6	-0.8
5: NNC(=O)c1cncc(Br)c1
    -2.9	-0.6	0.2	-3.0	-1.6	-1.0	-1.5	3.2	-0.1	.	-0.7
6: CC(OC(=O)c1ccc2ccccc2c1)C(=O)N(C)Cc1ccccc1 (stereo not given)
    -17.9	0.8	3.1	-5.8	-0.2	0.6	-0.8	-0.3	-1.6	0.6	-1.4
7: CC1CN(c2nc(-c3ccc(Br)cc3)nnc2-c2ccccc2)CC(C)N1 (stereo not given)
    -3.9	0.3	0.5	-3.6	0.6	3.9	-0.4	-3.6	0.6	-0.8	0.0
8: O=C(O)c1ccc(N2C(=O)/C(=C\c3ccccc3)N=C2c2ccccc2)cc1
    10.0	-0.4	3.4	-1.7	1.3	1.0	-1.4	-0.1	-2.6	0.3	-1.5
9: Cc1cc(OCC(=O)NCc2ccncc2)ccc1Cl
    -2.1	0.1	1.3	-0.2	-2.9	3.6	2.6	-2.9	0.5	0.2	-1.0
10: CCCn1cnc2c(cnn2-c2ccc(F)cc2)c1=O
    2.5	-0.1	10.0*	-0.5	1.0	6.8	-1.7	2.6	2.3	0.0	-0.5
11: COCCCN1CC23C=CC(O2)C(C(=O)O)C3C1=O (stereo not given)
    -13.9	-0.5	-0.6	-2.0	-2.0	0.6	-1.3	3.2	-2.2	-3.1	-0.4
12: O=S(=O)(c1ccc(Cl)c(NC(=S)N/N=C/c2c(F)cccc2F)c1)N1CCOCC1
    3.2	-1.1	2.1	3.9	-1.9	-3.0	-1.2	4.1	-4.8	-2.7	-2.2
13: CCOc1ccccc1C(=O)N(C)CC(=O)Nc1ccc(OC)cc1
    -3.5	-0.2	-0.5	-5.4	-1.3	-1.0	-2.4	3.0	0.1	-1.5	-0.8
14: CN(C)c1ccc(/C=N\NC(=S)SCN2C(=O)C3CCC(C)(C2=O)C3(C)C)cc1 (stereo not given)
    -24.9	-2.0	-2.7	-8.5	-2.8	-5.0	-4.1	-3.2	-3.5	-0.8	-2.1
15: CC(=O)OC1C2CCC1C([N+]1(C)CCCCC1)CC2 (stereo not given)
    -4.9	-0.2	-0.7	0.1	-1.1	-3.7	-1.1	4.2	1.3	1.5	-0.5
16: Cc1ccccc1C(=O)Nc1ccc(O)c2c(=O)cc(-c3ccccc3Cl)oc12
    -3.7	0.3	2.2	-5.8	-0.8	-0.5	-1.0	2.6	-2.6	-0.3	-1.6
17: O=C(NCCCCCCCCNC(=O)c1cccc2ccccc12)c1cccc2ccccc12
    4.6	-0.2	0.2	0.3	0.9	2.0	-1.2	-3.3	-0.2	1.6	-0.9
18: COc1ccc(S(=O)(=O)Cc2ccc(C(=O)NC3CCCCC3)o2)cc1
    8.4	-0.4	0.3	-4.9	-2.2	0.4	-4.4	6.6	0.7	0.0	-1.2
19: CCOc1ccc(S(=O)(=O)NCCC(=O)N2CCN(Cc3ccccc3)CC2)cc1
    -6.2	-1.8	-0.7	0.7	0.5	1.6	-1.9	-4.1	-2.0	0.0	-1.5
20: Cc1ccc(C2(C)NC(=O)N(CC(=O)c3ccc(Cl)s3)C2=O)cc1 (stereo not given)
    3.4	0.1	2.0	3.8	0.2	1.3	-3.0	2.2	0.0	2.0	-0.9
21: COc1ccc(CCNC(=O)c2ccc(CS(=O)(=O)c3ccc(Br)cc3)o2)cc1OC
    5.5	-2.1	-3.1	-2.1	0.2	-6.7	-1.8	5.0	-3.2	-1.1	-2.7
22: COc1ccccc1NC(=O)CC1C(=O)Nc2c1c(=O)n(C)c(=O)n2C (stereo not given)
    -4.7	0.6	0.5	-3.7	0.8	2.6	-0.6	0.2	0.3	0.1	-1.0
23: CCOC(=O)c1ccccc1NC(=O)c1cc2ccccc2o1
    -7.3	-0.1	2.2	0.9	-0.3	0.9	-1.1	-9.9	-3.5	0.1	-1.3
24: Cc1nnc(C)n1/N=C/c1ccc(C(C)C)cc1
    3.3	-0.7	-1.5	-3.5	-1.1	2.9	-0.3	2.4	0.8	1.4	-1.5
25: Cc1ccc(NC2=CC(=O)CCC2)cc1C
    -96.6	0.0	0.1	-19.3	-0.2	-0.2	-2.2	1.8	-0.6	0.5	-1.1
26: Cc1oc2ccc(OC(C(=O)O)c3ccccc3)cc2c1C(=O)O (stereo not given)
    0.9	-0.2	-0.3	-1.1	-0.2	2.3	2.4	-1.3	0.3	-0.7	-1.8
27: COc1ccc2c(c1)CCc1c(C(=O)N(C)c3ccccc3)noc1-2
    -1.0	0.9	4.6	-2.6	-0.3	9.2	0.3	-1.1	0.9	0.7	-0.3
28: CCCCOC(=O)CCc1c(C)n[nH]c1C
    -1.4	-0.1	2.2	-3.8	-0.5	-1.8	0.2	2.8	-0.9	.	-1.9
29: Cc1ccc(NC(=O)CN2C(=O)/C(=C3\SC(=S)N(C4CCS(=O)(=O)C4)C3=O)c3ccccc32)cc1 (stereo not given)
    2.7	0.1	-0.4	-0.4	-1.0	0.1	-0.2	-2.0	0.3	1.2	-1.0
30: Cc1ccc(NC(=O)CS(=O)CC(=O)N(c2ccccc2)C(C)C(=O)NC2CCCC2)cc1 (stereo not given)
    -5.0	-0.6	-0.9	-0.7	-1.5	0.2	5.2	-2.5	2.1	-1.1	-1.8
31: O=C(/C=C/c1cccc([N+](=O)[O-])c1)OCC(=O)N1CCOCC1
    3.0	0.8	-0.2	0.4	-1.5	1.3	2.2	2.0	-1.5	0.2	-1.1
32: Cc1cccc(N2CCN(C(=O)CCc3nc4ccccc4c(=O)[nH]3)CC2)c1C
    -12.8	0.3	-1.6	-4.0	1.4	3.8	-0.4	-8.3	0.4	1.1	-0.7
33: COc1ccc(-c2nc(C#N)c(N3CCCCCC3)o2)cc1OC
    i	-1.9	7.0	i	-1.3	-2.8	1.9	6.7	-4.3	-1.5	-1.9
34: Cc1noc(NS(=O)(=O)c2ccc(N/C=C/C(=O)c3ccc(F)cc3)cc2)c1C
    -1.8	1.2	-2.2	-4.8	0.7	0.1	2.1	4.5	0.7	1.2	-0.8
35: N#CC1CCN(C(=O)c2ccc3c(Cl)c4c(nc3c2)CCCC4)CC1
    -2.9	4.4*	1.9	-5.4	0.3	2.4	-0.9	8.0	-2.4	0.8	-1.3
36: C[C@@H]1CN([C@H](C)CO)C(=O)CCCn2cc(nn2)CO[C@H]1CN(C)S(C)(=O)=O
    0.1	1.8	0.4	-2.5	-0.8	0.3	-2.7	0.8	1.1	0.1	-1.6
37: Cc1c(C(=O)NCCN2CCOCC2)sc2nc(-c3ccc(F)cc3)cn12
    -1.2	-0.7	-0.4	-1.4	-1.4	-1.2	-0.1	11.4	-2.8	-1.4	-1.5
38: O=C(NCc1ccccc1)c1noc2c1CCCCC2
    6.5	2.6	4.9	-1.1	-1.6	15.5*	0.7	3.4	2.4	1.9	0.1
39: COc1ccc(C2N3CC4(C)CN2CC(C)(C3)C4O)cc1 (stereo not given)
    -5.9	1.1	2.1	-0.8	0.7	0.5	-3.5	3.9	1.4	1.3	-1.2
40: O=C(COc1ccc(OCc2ccccc2)cc1)NC1CCOC1=O (stereo not given)
    -2.4	-0.6	1.2	0.0	-1.5	-1.1	2.2	37.5	-0.8	-0.2	-1.5
41: Cc1cc(C)c(OCC(=O)OCC(=O)NCc2cccs2)c(C)c1
    -2.4	1.4	2.6	0.0	-0.7	-1.5	1.1	3.7	0.1	0.0	-1.4
42: CCN1CCN(C(=O)c2ccc(COc3cccc(Cl)c3)o2)CC1
    6.7	-0.4	1.4	-3.4	-0.1	-0.1	2.0	-1.0	1.4	1.8	-0.8
43: CC(C)CC1NC(=O)c2cc(Cl)ccc2-n2c1nc1cc(F)ccc1c2=O (stereo not given)
    2.7	0.1	.	8.7*	0.8	0.6	-2.3	-4.2	3.6	.	-0.4
44: O=C(CSc1nc(O)c(-c2ccccc2)c(=O)[nH]1)N1CCOCC1
    0.2	-0.8	1.5	-1.1	-0.4	2.6	-1.3	2.7	-0.3	-0.8	-1.9
45: Nc1ccc(S(=O)(=O)Nc2ccccn2)cc1
    -8.1	0.1	0.9	-5.8	-1.1	2.7	3.9	4.0	0.6	-0.1	-1.1
46: CCc1c(C(=O)O)[nH]c2ccc(Br)cc12
    1.6	0.4	0.8	0.9	13.5*	-1.3	0.4	8.4	-0.6	0.2	-0.2
